KLF5 inh: KLF5 expression inhibitors, primary screen, DLD-1 cells, luminescence | inhibition, % at 5 µM | 290,000 compounds, 0.23% hits | DLD-1 KLF5 promoter-luciferase reporter;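 active = inhibition above a per-plate limit of that plate's mean compound inhibition plus 3 SD, cut at about 60% in these data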;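 note: 0% = DMSO wells and 100% = LY294002 at 200 µM; higher means less KLF5 promoter-driven luciferase light; inactives centre near -14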
AI-2 QS mod: Vibrio harveyi AI-2 quorum sensing modulators, primary screen, JMH597 strain, luminescence/OD600 ratio. activity change, % at 7.5 µM. Vibrio harveyi JMH597 AI-2 luminescence/OD600 ratio, 9 h; stronger effect = lower value; strain lacks LuxN and CqsS sensors; 0 = neutral-control median. 300,000 compounds, 0.4% hits; in the data active = activity change below about -75%, passing the limit was not always enough; inconclusive = no clear call, values can overlap the other calls;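 note: luminescence divided by OD600 gain over 9 h not by final OD600 alone; inactives centre near 13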
aSyn UTR inh: MLPCN primary screen, SNCA 5' untranslated region. alpha-synuclein 5'UTR reporter, inhibitor activity. 300,000 compounds, 0.82% hits. inhibition, % (tested at 7.5 µM); in the data active = inhibition above about 60%; inconclusive = no clear call, values can overlap the other calls;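 note: H4 neuroglioblastoma cells stably carrying SNCA 5'UTR luciferase fusion; 0% = DMSO wells and 100% = positive control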
IEC-6 cytotox: cytotoxicity in IEC-6 intestinal epithelial cells, primary screen, cytotoxicity control for KLF5 inhibitor project, cell-based, luminescence | 290,000 compounds, 0.78% hits | inhibition, % at 5 µM | IEC-6 cytotoxicity, luminescence viability | AID 1825, 2009; in the data active = inhibition above about 22%;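 note: 0% = plate median of test compound wells and 100% = cytotoxic reference compound wells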
HSF1 inh: HSF1 inhibitors in luciferase reporter cells, primary screen, cell-based, NIH3T3, luminescence | NIH3T3-HGL HSE-luciferase, MG132-induced, luminescence 8 h; stronger effect = lower value | activity change, negative = inhibition, % at 7.5 µM (by protocol) | 300,000 compounds, 0.77% hits | AID 2098, 2009;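 active = more than half of replicate wells show activity change below -50%, luminescence cut by over half; inconclusive = some wells, but at most half, below -50%; inactive = no replicate well below -50%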;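 note: luciferase reports HSF-1 transcriptional activity via heat shock element; 0% = median of DMSO wells and -100% = zero luminescence signal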
HSF-1 act: HSF-1 activators, primary screen, NIH3T3-HGL cells, MG132 stress, luminescence, single point; 300,000 compounds, 1.7% hits; AID 504408, 2011; NIH3T3-HGL HSF-1 luciferase reporter, 8 h; 100% = twice DMSO control signal; activation, % at 9 µM;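 active = mean replicate activation of at least 50% with a set share of replicates each reaching 50%; inconclusive = only one of those two conditions met; inactive = mean below 50% and too few replicates reaching it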;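 note: 0% = median of the neutral control wells and 100% = twice that signal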
Platelet DG rel: inhibitors of platelet dense granule secretion, primary screen, cell-based, MLPCN, human platelets. human platelet-rich plasma, SFLLRN dense granule ATP release, luminescence. inhibition, %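 (compounds screened at 7.5 µM in platelet-rich plasma)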. 300,000 compounds, 0.22% hits. AID 1663, 2009;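 active = mean replicate score, as percent of positive control, at or above 50; inconclusive = mean below 50 but at least one replicate at or above 50; inactive = mean and every replicate below 50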
HDAC3 inh: HDAC3 deacetylase inhibitors, primary screen, biochemical, fluorescence, cell-free homogeneous; inhibition, % at 8.3 µM; Histone deacetylase 3 (Homo sapiens), O15379; 320,000 compounds, 0.15% hits; recombinant HDAC3, fluorogenic peptide/trypsin coupled; AID 2718, 2010; in the data active = inhibition above about 26%, passing the limit was not always enough; inconclusive = no clear call, values can overlap the other calls
Target sequence (O15379 whole entry, looked up): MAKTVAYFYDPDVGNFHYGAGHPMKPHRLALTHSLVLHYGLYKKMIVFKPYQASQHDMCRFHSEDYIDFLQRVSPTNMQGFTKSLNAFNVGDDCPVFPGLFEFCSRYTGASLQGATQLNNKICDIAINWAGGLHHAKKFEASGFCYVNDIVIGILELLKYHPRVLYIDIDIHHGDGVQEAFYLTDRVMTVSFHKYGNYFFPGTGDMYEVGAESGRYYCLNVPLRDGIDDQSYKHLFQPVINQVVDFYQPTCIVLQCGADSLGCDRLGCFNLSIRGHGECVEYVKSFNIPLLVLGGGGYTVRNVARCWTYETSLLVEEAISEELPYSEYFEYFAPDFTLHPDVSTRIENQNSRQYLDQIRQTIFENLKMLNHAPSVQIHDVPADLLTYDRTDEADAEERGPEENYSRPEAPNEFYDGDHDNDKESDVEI
HSP90 refold inh: HSP90 inhibitors, primary screen, cell lysate, luminescence. Heat shock protein HSP 90 (rabbit reticulocyte lysate; luciferase refolding). Rabbit reticulocyte lysate, luciferase refolding luminescence, 3 h. inhibition, % at 5.6 µM. 290,000 compounds, 0.91% hits;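 active = inhibition above the screen-wide mean plus 3 SD, computed separately per campaign, cut at about 16% in these data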;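 note: 0% = DMSO wells and 100% = 60 µM geldanamycin wells; inhibitors lower the luminescence because luciferase stays unfolded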
HIF activator: HIF pathway transcriptional activators, primary screen, cell-based, U2OS HRE-luciferase, luminescence; U2OS HRE-luciferase reporter; normalized: DMSO 0%, desferrioxamine 100%; activation, % at 7.5 µM (by protocol); 300,000 compounds, 0.32% hits; AID 1910, 2009;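 active = mean activation of at least 10% of the iron chelator positive control signal, with at least half of replicates also reaching 10%; inconclusive = mean and replicate majority disagree about reaching 10%; inactive = mean and most replicates under 10%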
* hit, by the source's call; ? = inconclusive; nt = no result given.

SMILES	KLF5 inh	AI-2 QS mod	aSyn UTR inh	IEC-6 cytotox	HSF1 inh	HSF-1 act	Platelet DG rel	HDAC3 inh	HSP90 refold inh	HIF activator
CCc1nc(OCC(=O)c2ccccc2)c(C#N)c2c1COC(C)(C)C2	-22	16	30	-5	4	3	-1	4	-2	-0.5
Nc1nnc(SCC(=O)OCc2ccccc2)s1	18	21	4	2	1	3	-13	13	2	0.3
CCOc1ccc(C(=O)NCc2ccco2)cc1OCC	-39	11	30	2	-13	-17	-2	1	-1	-0.8
O=C(CN1CCN(c2ccc(F)cc2)CC1)N1CCOCC1	-30	4	11	5	-11	-20	-24	3	1	0.5
COc1ccc(-c2cc(-c3ccccc3O)[nH]n2)cc1OC	-139	10	-154	3	67	106*	21	9	1	4.9
COc1ccc(-c2[nH]ncc2CNC(C)c2cn(C)nc2C)c(F)c1 (stereo not drawn)	-15	27	15	5	-3	0	2	0	5	-0.1
Cc1nn(Cc2ccccc2)c(Cl)c1/C=N/NC(=O)c1cccnc1	3	1	5	-2	8	19	-3	7	-6	0.1
CC1CCCC(NC(=O)NC(=O)CCl)C1C (stereo not drawn)	11	25	-44	0	2	17	-6	11	2	-0.9
Cc1cc2c(cc1C)NC(c1nc3ccccc3[nH]1)C1=C(CC(C)(C)CC1=O)N2 (stereo not drawn)	-2	13	-26	-1	8	9	-11	6	-3	0.4
CSC1=N/C(=C/c2ccc(-n3cncn3)cc2)C(=O)N1	-13	14	5	6	2	-6	8	0	-5	0.9
Cc1c(C(=O)N2CCOCC2)c(S(=O)(=O)Nc2ccc(F)cc2)c(C)n1C	-22	15	-30	2	-7	-4	-7	1	-7	0.4
O=C(Nc1cccc(NC(=O)c2ccc(Cl)cc2)n1)c1ccc(Cl)cc1	-47	7	-12	0	-5	-8	0	nt	-1	0.3
COc1cc(NC(=O)c2ccc(F)cc2)ccc1NC(=O)c1cc2ccccc2o1	-17	5	4	-4	-2	12	-6	0	1	2.0
O=C(CCN1c2ccccc2Sc2ccccc21)OCC(=O)N1CCN(C(=O)c2ccco2)CC1	-2	22	6	5	7	13	1	4	4	0.0
CCN(C(=O)c1nn(-c2ccc(OC)cc2)c(=O)c2c1c1ccccc1n2C)c1ccc(OC)cc1	-3	11	-20	-3	2	3	2	0	-5	-0.1
O=C(c1ccccc1)N1CCN(C2C3CC4CC(C3)CC2C4)CC1 (stereo not drawn)	-37	5	5	1	-2	-11	3	-2	-4	0.4
CCOC(=O)c1c(S(=O)(=O)NCc2ccc(OC)cc2)c(C)n(C)c1C	-33	19	-1	2	-1	-5	4	-6	-5	-0.7
O=C(O)c1ccc(SCc2ccccc2)nc1	nt	40	-1	nt	2	5	-1	3	nt	-0.3
O=C(CSc1ncn(-c2ccccc2)n1)Nc1nccs1	-25	8	12	2	1	19	-10	3	-1	0.2
Cc1ccc(NC(=O)CN2CCCC2)cc1	-18	11	6	-3	-2	-20	0	-3	-4	-0.6
COc1ccc(N(CC(=O)Nc2cccc(C(C)=O)c2)S(=O)(=O)c2ccc(NC(C)=O)cc2)cc1	-33	18	7	0	2	-3	6	15	0	-4.7
CC1(C)CC2(CCO1)C(Nc1ccccc1)=NC(=S)N2CC(N)=O (stereo not drawn)	4	37	9	-1	7	5	5	3	3	-0.4
N#CC1=C(N)N2C(=C(C#N)C1c1ccccc1)Sc1ccccc12 (stereo not drawn)	-19	8	25	5	0	-16	-10	6	1	-0.5
O=c1[nH]cc(C(F)(F)F)cc1NS(=O)(=O)c1ccccc1[N+](=O)[O-]	-9	24	13	-1	-4	-7	-4	5	3	-0.4
CC(=O)c1ccc(OCC(=O)Nc2ccccc2N2CCCC2)cc1	-10	12	-8	-4	-6	-8	-5	-2	-4	-18
CO/N=C(/CS(=O)(=O)c1ccc(C)cc1)c1ccc(OC)cc1	-19	21	-9	6	0	-13	4	-4	2	0.2
CCOC(=O)C1CCN(C(=O)c2ccccc2NS(=O)(=O)c2ccc(C)cc2)CC1	-18	2	-11	5	-1	5	-1	5	1	-0.5
CC(=O)c1ccc(NC(=O)C(C)OC(=O)C2CCN(c3ccc(C(F)(F)F)cn3)CC2)cc1 (stereo not drawn)	nt	19	10	nt	0	6	6	15	nt	0.5
O=C(CCCN1C(=O)/C(=C/c2cccs2)SC1=S)Nc1ccccc1O	1	12	-22	-2	24	28	-21	-3	6	0.5
COc1ccc(NC(=S)NNC(=O)c2ccccc2OC(F)F)cc1	-24	15	-49	39*	-34	-41	-9	2	0	0.8
O=c1nc2ccccc2c(NS(=O)(=O)c2ccc(Cl)cc2)n1-c1ccccc1	-26	32	5	-6	5	11	-4	4	-3	-2.1
CC1CCN(C(=O)CSc2nc3[nH]ncc3c(=O)[nH]2)CC1	-14	23	-6	-2	3	-1	3	3	-1	-0.1
N/C(=N\OC(=O)CCCc1ccccc1)c1ccc(Br)cc1	-37	24	-11	6	-7	-16	19	3	1	-0.3
Cn1c(-c2nonc2N)nc2ccccc21	9	14	-2	-6	-74*	-79	4	-5	-4	-0.2
COc1ccc(-c2noc(C3CCCN(C(=O)c4ccccc4)C3)n2)cc1 (stereo not drawn)	-22	4	-76	5	22	21	3	0	-5	1.4
C[C@H](NC(=O)COc1ccc(Cl)cc1)C(=O)N1CCC2(CC1)NCCc1[nH]cnc12	-27	14	-2	-7	-4	-7	6	7	-5	-0.7
CC(=O)Nc1cccc(Oc2nc(-c3ccccn3)nc3ccccc23)c1	-89	8	-129	14	3	0	-6	-1	2	1.8
COCCC(=O)N1CCC(Oc2ccc(C(=O)N3C[C@H]4CC[C@H]3C4)cc2)CC1	-33	22	-5	-7	-1	-3	-3	2	-7	0.4
O=C(NCCc1ccccc1)C1CCN(C(=O)NCc2ccccc2)CC1	11	17	3	-6	-1	-9	-3	-2	-3	-0.5
O=C(Oc1ccc(Cl)cc1)c1ccc(COC(=O)c2cnccn2)cc1	-5	20	-4	-1	8	2	63*	-4	6	0.3
COc1ccccc1/C=c1\sc2nc(-c3ccco3)nn2c1=O	-38	31	-11	-6	-5	6	1	-5	3	-0.2
COc1ccc(C(CC(=O)c2ccccc2)CC(=O)c2ccccc2)cc1OC	-1	20	-11	7	7	10	-1	3	3	-0.1
Cc1ccc(SCCC(=O)Nc2nccs2)cc1	-22	19	-19	4	-4	3	-6	-1	-6	0.1
O=C(NCCCc1ccccc1)C1CCN(S(=O)(=O)c2ccc(F)cc2)CC1	-11	-6	5	13	2	-7	-1	1	4	-1.1
Nc1c(C(=O)NCc2ccc(Cl)cc2)sc2nc3c(c(C(F)(F)F)c12)CCC3	-15	-7	6	-2	24	33	-6	2	1	0.2
FC(F)(F)Oc1ccc(NC(=S)Nc2ccc(OC(F)(F)F)cc2)cc1	-20	?	-8	-4	-8	3	-14	9	-7	-0.4
Cc1ccc(NS(=O)(=O)c2ccc(NC(=O)N3CCCCC3)cc2)cc1	-6	17	-5	-2	0	7	-22	-5	2	-0.4
COCCn1c(=S)[nH]c2cc(C(=O)N(CCO)Cc3ccccc3)ccc2c1=O	1	12	-4	2	-3	-4	-21	0	0	0.4
COc1cc(CNC(=O)c2cnc(C)cn2)cc(OC)c1	-3	36	24	5	-2	-3	4	-7	1	-17
CC(=O)Cc1cc(O)c2ccccc2c1OC(=O)c1ccc(Br)cc1	-5	11	39	7	21	?	2	-4	4	-0.2
O=C(NCCc1ccc(F)cc1)c1cc(=O)c2ccccc2o1	-15	4	15	3	2	26	-4	2	1	0.4
COc1ccc(C(=O)/C=C(\C)NCc2ccc3c(c2)OCO3)cc1	-8	3	-2	-2	0	8	-2	7	-2	0.1
COc1ccccc1/C=C1\N=C(C(C)(C)C)OC1=O	-17	15	0	-7	-6	-4	5	16	5	-0.4
CC(=O)c1cccc(NC2c3ccccc3C(=O)N2Cc2ccc3c(c2)OCO3)c1 (stereo not drawn)	7	23	-6	2	6	8	-3	nt	-2	0.1
Cc1cc(C)c2c(c1)SC1=NC(c3ccccc3)(C(F)(F)F)NC(=O)N12 (stereo not drawn)	-14	7	-33	1	-1	9	6	-4	2	0.8
COCCNC(=O)COc1ccccc1Cl	-31	22	-11	-5	-9	0	-2	0	-3	0.1
C=C1C(C(=O)Nc2ccccc2)C1C(=O)Nc1ccccc1 (stereo not drawn)	-26	2	0	-4	5	20	-4	6	-2	-0.4
CNC(=O)c1ccsc1NC(=O)C1CCCN1S(=O)(=O)c1cccs1 (stereo not drawn)	nt	27	9	nt	-1	-2	9	4	nt	0.0
COC(=O)C(CC(=O)c1ccc(Br)cc1)n1ccnc1 (stereo not drawn)	-8	41	-40	3	30	?	16	nt	5	6.2
CS(=O)(=O)N(CC(=O)N1CCOCC1)Cc1ccccc1	12	17	18	0	-13	-3	0	5	2	0.9
The list continues.
SMILES	KLF5 inh	AI-2 QS mod	aSyn UTR inh	IEC-6 cytotox	HSF1 inh	HSF-1 act	Platelet DG rel	HDAC3 inh	HSP90 refold inh	HIF activator
Cc1sc2ncnc(SCC(=O)NC3CCCC3)c2c1C	-16	11	-7	-2	3	15	-3	9	0	-0.7
O=C(CN1C(=O)COc2ccc(S(=O)(=O)N3CCOCC3)cc21)NCc1ccco1	-23	8	-17	-8	-5	2	-1	1	-2	3.6
COc1cc(NC(=S)NCCC(c2ccccc2)c2ccccc2)cc(OC)c1	-16	11	6	-3	0	1	-6	4	4	-0.1
CCCCN(C)C(=O)c1cn(CC)c2ccc(S(=O)(=O)N(C)C)cc2c1=O	-41	4	12	3	-10	-22	2	1	-3	-0.3
CCn1c(Cc2ccc(OC)cc2)nnc1SCC(=O)Nc1nc2ccccc2s1	29	8	11	2	0	-7	-15	-2	2	-0.2
COC(=O)c1ccc(C(=O)OC)c(NC(=O)c2cccnc2)c1	-7	13	-27	-8	8	15	-3	-4	0	-25
Cc1cccc(NS(=O)(=O)c2cc(C(=O)OC(C)C(=O)NCc3ccc4c(c3)OCO4)ccc2C)c1 (stereo not drawn)	-7	21	6	0	8	6	-5	4	0	0.0
CCC1(C)Cc2c(sc3nn[nH]c(=O)c23)CO1 (stereo not drawn)	-22	5	-4	-2	0	17	1	4	-1	-0.3

As entered above.
For AI-2 QS mod, `Cc1sc2ncnc(SCC(=O)NC3CCCC3)c2c1C` is entered as 11
For Platelet DG rel, `CCCCN(C)C(=O)c1cn(CC)c2ccc(S(=O)(=O)N(C)C)cc2c1=O` is entered as 2
For HDAC3 inh, `Cc1cccc(NS(=O)(=O)c2cc(C(=O)OC(C)C(=O)NCc3ccc4c(c3)OCO4)ccc2C)c1` (stereo not drawn) is entered as 4
